AmpC detergent = inhibitors of E. coli AmpC beta-lactamase with detergent | Potency, µM (titrated, usually from 114 µM), inactives show top-dose activity change, negative = inhibition, most hits filed as inhibitors | AmpC hydrolysis of nitrocefin, absorbance 480 nm, 0.01% Triton | P00811 | 370,000 compounds, 0.041% hits;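 further: potency means the concentration at half of the fitted maximal effect; 0% = no-compound wells and -100% = no-enzyme wells; nearly all actives have a fitted effect of over 25% in size; some results filed as inactive show a strong effect at the top dose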
Target sequence (P00811 whole entry, looked up): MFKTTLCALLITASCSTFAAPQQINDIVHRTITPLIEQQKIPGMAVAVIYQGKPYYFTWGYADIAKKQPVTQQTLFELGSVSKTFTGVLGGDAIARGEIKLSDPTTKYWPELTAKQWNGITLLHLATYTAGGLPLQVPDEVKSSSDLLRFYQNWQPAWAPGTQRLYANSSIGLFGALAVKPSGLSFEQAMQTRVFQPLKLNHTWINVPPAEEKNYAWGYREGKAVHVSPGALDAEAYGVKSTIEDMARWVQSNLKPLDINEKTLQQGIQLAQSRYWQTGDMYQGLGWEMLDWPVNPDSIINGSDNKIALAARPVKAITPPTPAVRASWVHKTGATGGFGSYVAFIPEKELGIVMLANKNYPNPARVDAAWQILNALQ
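AmpC (5.3 nM in the dispensed reagent) in 20 mM phosphate pH 7.0 with 0.01% (detergent screen) or 0.0001% Triton X-100 was preincubated with compounds for 15 min at room temperature. Nitrocefin was then added from an 800 uM solution, and hydrolysis was followed at 480 nm.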
HCMV inh = blocks human cytomegalovirus replication | HFF cells, HCMV-luciferase reporter, 72 h; active compounds read low | activity change, negative = inhibition, % at 57.5 µM | 410,000 compounds, 4.5% hits | AID 1259415; in the data active means activity change below about -60%; inconclusive means no clear call, values can overlap the other calls; inactive means above about -39%
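Steps: HFFs plated, 16 h 37C; compounds added; HCMV-luciferase added to MOI 1 PFU/cell; 72 h 37C; OneGlo reagent, 5 min room temperature; luminescence read, normalized to controls.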
AmpC no deterg = blocks E. coli AmpC beta-lactamase in detergent-free assay | Potency, µM (titrated, usually from 57.1 µM), inactives show at the top dose activity change, negative = inhibition, usual class: inhibitors | P00811 | 330,000 compounds, 0.52% hits | AmpC nitrocefin hydrolysis, absorbance 480 nm, 0.0001% Triton;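 further: potency means the concentration at half of the fitted maximal effect; plate controls were no compound for no effect and no enzyme for full effect; nearly all actives have a fitted effect of over 20% in size; some results filed as inactive show a strong effect at the top dose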
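AmpC (5.3 nM in the dispensed reagent) in 20 mM phosphate pH 7.0 with 0.01% (detergent screen) or 0.0001% Triton X-100 was preincubated with compounds for 15 min at room temperature. Nitrocefin was then added from an 800 uM solution, and hydrolysis was followed at 480 nm.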
Giardia FBPA inh = blocks Giardia fructose-bisphosphate aldolase activity | A8B2U2 | purified Giardia FBPA | Potency, µM (doses to about 59.6 µM), for inactives: at the top dose activity, negative = inhibition, most hits filed as inhibitors | 290,000 compounds, 0.71% hits | AID 2451; further: potency means the concentration at half of the fitted maximal effect; nearly all actives have a fitted effect of over 55% in size
Target sequence (A8B2U2 whole entry, looked up): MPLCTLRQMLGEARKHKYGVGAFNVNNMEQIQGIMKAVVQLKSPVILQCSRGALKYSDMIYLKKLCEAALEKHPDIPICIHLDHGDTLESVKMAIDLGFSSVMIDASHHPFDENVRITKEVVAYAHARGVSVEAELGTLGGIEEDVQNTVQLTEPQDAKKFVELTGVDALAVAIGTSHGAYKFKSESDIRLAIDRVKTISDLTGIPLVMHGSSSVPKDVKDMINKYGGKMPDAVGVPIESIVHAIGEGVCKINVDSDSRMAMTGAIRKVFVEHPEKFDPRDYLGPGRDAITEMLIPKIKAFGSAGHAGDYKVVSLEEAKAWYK
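40 nM FBPA preincubated 10 min at RT with compound (up to 57.5 uM final), then substrate plus GAPDH/TPI/NAD/arsenate coupling and diaphorase/resazurin added. Fluorescence read after 20 min at RT, 525/598 nm.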
HCV inhibitor = inhibitors of hepatitis C virus infection; Huh7.5.1 HCVcc-Cre infection, luciferase reporter, 44 h; Potency, µM (titrated, usually from 41.8 µM), for the others: at the highest dose activity change, negative = inhibition, most hits filed as inhibitors; 340,000 compounds, 3.4% hits; AID 651820; further: potency means the concentration at half of the fitted maximal effect
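Infectious HCV cell culture screen: compound-treated cells (1,000/well, pre-plated 4 h) are infected with HCVcc-Cre at roughly 0.5 moi and grown 44 h. Infection is quantified by luciferase signal after 15 min substrate incubation at room temperature.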
Sm TGR inh = inhibitors of Schistosoma mansoni thioredoxin glutathione reductase; purified TGR, DTNB reduction, TNB absorbance 405 nm; AID 485364; Potency, µM (doses to about 114 µM), without a hit: at the top dose activity change, negative = inhibition, most hits filed as inhibitors; 360,000 compounds, 3% hits; further: potency means the concentration at half of the fitted maximal effect; nearly all actives have a fitted effect of over 60% in size
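Kinetic colorimetric format: TGR-catalysed, NADPH-driven DTNB reduction monitored via TNB absorbance. Enzyme dispensed at 20 nM; compound exposure 15 min at room temperature before reaction start.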
* marks the source's active call; other numbers are inactive results; u = inconclusive; x = no result given; [ ] = another dose, or the depositor's remark. Unless noted, the call rests on the fitted dose curve; in most records, active means well fitted curve in the direction sought with a large enough effect; inconclusive means small, poorly fitted or top-dose-only effect, or another doubt; inactive means no such curve, though single readings can be large; an effect the other way counts as inactive or inconclusive. Unless noted, on the % scale 0 is the no-effect control and ±100 the full control effect.

Molecule,AmpC no deterg,Giardia FBPA inh,Sm TGR inh,HCV inhibitor,AmpC detergent,HCMV inh
O=C(CSc1nnc2ncccn12)N1CCCCCC1,-10.7%,4.7%,4.0%,-3.5%,2.1%,44.8
Cc1cc(=O)oc2cc(OCc3ccc(S(=O)(=O)N4CCOCC4)cc3)ccc12,-19.1%,-2.4%,-1.1%,u,-12.4%,-34.9
CC(C)CN=C(NS(=O)(=O)c1ccccc1)C(Cl)(Cl)Cl,-17.0%,0.9%,-27.0%,5.01µM*,u,-99.5*
O=C(NC1CCCC1)C1CCCN(S(=O)(=O)c2ccc(F)cc2)C1 (centres undefined),-30.6%,0.2%,7.8%,-10.9%,u,-16.9
Cc1cccc(-n2c(-c3csc(C)c3C)n[nH]c2=S)c1,-41.0%,1.1%,1.2%,-18.4%,u,u
Cc1ccc(C(=O)CSc2nnc(COc3cccc(C)c3)o2)cc1,26.7%,10.4%,6.2%,u,-8.2%,10.6
Cc1ccc(-c2nn(CCC(=O)NN3CCOCC3)c(=O)c3ccccc23)cc1,-10.3%,2.9%,-0.6%,5.1%,4.9%,21.2
Cc1ccc(C(=O)c2cn(Cc3c(F)cccc3Cl)c3nc(C)ccc3c2=O)cc1,x,x,1.0%,x,2.4%,-9.0
CCc1ccc(Nc2n[n+](-c3ccccc3)c(-c3c(Cl)cccc3Cl)s2)cc1,58.1%,u,-1.0%,5.62µM*,-13.7%,-98.2*
CN(C)c1ccc(CN2CCCCC2)cc1,-17.7%,-16.2%,0.9%,-8.0%,u,3.2
CC(=O)Nc1cccc(NC(=O)C2CCCN2C(=O)Nc2ccc(Cl)cc2)c1 (centres undefined),-21.7%,-2.0%,-10.4%,11.4%,u,72.1
Cc1ccc(CNC(=O)COC(=O)C2CC2)cc1,-13.3%,x,-0.1%,-10.3%,-8.6%,0.0
Cc1cccc(NS(=O)(=O)c2ccc(C)c(C(=O)N(C)C)c2)c1,1.9%,x,-1.0%,-9.5%,2.0%,0.0
CCN(CC)c1ccc(C(=O)OCC(=O)NCC2CCCO2)cc1 (centres undefined),3.9%,6.0%,-1.1%,3.4%,-6.5%,35.9
Cc1ccc(Oc2c(C(F)(F)F)oc3c(CN4CCCCC4C)c(O)ccc3c2=O)cc1 (centres undefined),x,x,-2.2%,x,2.9%,-7.4
COc1ccc(CN(C)C(=O)c2cc(-c3ccc(OC)c(OC)c3)nc3ccccc23)c(OC)c1,-9.2%,x,5.9%,u,2.6%,42.8
CCOC(=O)CSc1nc2c(sc(=S)n2-c2ccccc2)c(=O)[nH]1,-8.2%,0.3%,-1.3%,8.9%,u,-26.5
O=C(Nc1ccc2c(c1)OCCO2)C1c2ccccc2C(=O)N2CCc3ccccc3C12 (centres undefined),-42.7%,5.7%,-10.8%,4.0%,u,-8.1
COC(=O)c1ccc(N2C(=O)c3cc(N4CCOCC4)c([N+](=O)[O-])cc3C2=O)cc1,-13.4%,1.1%,-22.9%,4.1%,5.8%,38.5
CSc1cccc(NC(=S)N2CCCN(Cc3cccc(Cl)c3)C2)c1,-37.0%,-6.6%,-9.4%,u,-0.4%,5.2
CC1C(=O)C(C)C(c2cccs2)NC1c1cccs1 (centres undefined),-12.4%,4.1%,2.1%,19.5%,5.1%,33.9
O=c1c2ccccc2nc(/C=C/c2cccnc2)n1CCc1ccccc1,38.3%,2.9%,-2.7%,-15.4%,5.9%,-74.8*
Cc1cc(C)n2cc(CSC3=NCCS3)nc2n1,-2.1%,-23.2%,0.0%,-3.5%,-3.1%,4.3
COC(=O)C1CSC(C(=O)OC)N1C(=O)Nc1ccc(Cl)cc1 (centres undefined),-0.7%,-1.0%,0.3%,-0.5%,-1.4%,-14.5
CCCN(CC(=O)Nc1ccc(C)cc1Br)CC(=O)Nc1ccc(F)c(F)c1F,42.7%,-5.5%,-9.5%,u,-6.3%,24.7
COc1ccc(CNC(=O)c2ccc(NC(=O)CC3SC(N4CCCCC4)=NC3=O)cc2)cc1 (centres undefined),17.6%,-5.2%,0.0%,-2.3%,-9.1%,8.0
Cc1ccc(CSc2nc3cccnc3n2Cc2ccc(C(=O)NCCc3cccs3)cc2)cc1,x,x,3.7%,x,8.7%,107.5
Cc1ccc(N/N=C2\COC(C)(C)CC2=O)cc1,-5.7%,-0.4%,-6.7%,11.2%,-5.8%,u
Cc1nc(OCC(=O)c2ccc(Cl)cc2)c(C#N)c2c1COC(C)(C)C2,-8.4%,3.3%,-17.4%,u,-6.1%,4.7
COc1cccc(C2CCCN2Cc2nc(CCC(C)C)no2)c1 (centres undefined),11.0%,-4.6%,7.5%,u,u,-11.5
COCCN(C(=O)CSc1nnc(-c2ccco2)n1C)c1c(N)n(CC(C)C)c(=O)[nH]c1=O,8.7%,x,u,14.9%,-5.9%,-3.7
Cc1cc(=O)[nH]c2c1c(C)nn2C1CCOC(C)(C)C1 (centres undefined),-2.5%,1.6%,-0.8%,18.0%,-12.0%,32.7
O=C(Nc1cnc2sccn2c1=O)c1ccc(Cl)cc1Cl,-12.2%,1.7%,-20.7%,5.8%,-2.7%,72.0
Cc1[nH]n(C)c(=O)c1[N+](=O)[O-],-7.0%,-10.6%,-7.1%,10.0%,-2.0%,45.5
Cc1cc(Br)c(NC(=O)C(C)Sc2nnnn2C)c(Br)c1 (centres undefined),-15.0%,x,-5.7%,-7.4%,6.2%,-10.7
CCOC(=O)c1c(NC(=O)CSc2nnnn2C)sc(C)c1-c1ccc(C)cc1,26.7%,-6.8%,6.9%,u,u,u
CC(Sc1nnnn1C)C(=O)Nc1ccc(Oc2ccccc2)cc1 (centres undefined),-3.6%,-28.6%,-3.2%,20.9%,-12.0%,-15.0
COC(=O)CNC(=O)C12CC3CC(C1)CC(c1ccc(C)cc1)(C3)C2,99.8%[activator],3.4%,-1.6%,8.8%,-5.9%,47.1
COc1cccc(CNc2nc3nc4c(c(=O)n3[nH]2)CCC4)c1,-12.8%,-25.5%,-7.4%,9.0%,3.2%,u
COc1ccc2ccccc2c1CNCc1ccc(C)cc1,3.8%,u,-23.2%,u,-10.2%,3.6
Cc1nc2sc(C(c3cccc(F)c3)N3CC(C)OC(C)C3)c(O)n2n1 (centres undefined),4.2%,4.7%,-19.7%,23.0%,-13.7%,-9.1
CCOc1ccc(NC(=O)CN(C)C(=O)CSc2ccccc2)cc1OCC,-8.2%,x,-4.8%,-2.2%,2.2%,53.8
COc1ccc(NC(=O)C2c3cc(OC)c(OC)cc3C(=O)N(C)C2c2cccnc2)cc1OC (centres undefined),-16.0%,0.0%,u,8.3%,u,76.4
Cn1c(=S)[nH]c2ccccc21,-24.8%,-9.5%,1.0%,12.6%,-9.8%,41.8
CCOc1ccc(NC(=O)Cn2c(=O)n(CC(=O)NCCc3ccccc3)c(=O)c3sccc32)cc1,x,x,-4.1%,x,20.8%,u
COc1ccc(CN2C(=O)C(O)(CC(=O)c3c(C)n[nH]c3C)c3ccccc32)cc1OC (centres undefined),12.6%,-0.1%,-5.3%,-2.6%,-6.6%,53.4
S=C(Nc1ccc(Oc2ccccc2)cc1)NC1CCCCC1,-35.1%,21.0%,5.8%,u,3.9%,-0.7
CCC(C)(C)NC(=O)CN(CC1CCCO1)C(=O)CNS(=O)(=O)c1ccccc1 (centres undefined),23.1%,x,2.6%,7.2%,-0.8%,0.6
CCn1c(=O)cc(SCC(=O)N2CCC(C)CC2)c2ccccc21,9.8%,0.7%,-0.1%,u,-2.7%,57.1
COc1ccc(O)c(/C=N/NC(=O)c2ccc(N3CCCC3=O)cc2)c1,4.4%,-16.7%,-10.5%,11.2µM*,-12.7%,u

Whole records from above. Order of screens: AmpC no deterg	Giardia FBPA inh	Sm TGR inh	HCV inhibitor	AmpC detergent	HCMV inh
`Cc1ccc(Oc2c(C(F)(F)F)oc3c(CN4CCCCC4C)c(O)ccc3c2=O)cc1` (centres undefined) across the screens: x	x	-2.2%	x	2.9%	-7.4
`Cc1nc(OCC(=O)c2ccc(Cl)cc2)c(C#N)c2c1COC(C)(C)C2` across the screens: -8.4%	3.3%	-17.4%	u	-6.1%	4.7
`CCOC(=O)c1c(NC(=O)CSc2nnnn2C)sc(C)c1-c1ccc(C)cc1` across the screens: 26.7%	-6.8%	6.9%	u	u	u
`Cc1nc2sc(C(c3cccc(F)c3)N3CC(C)OC(C)C3)c(O)n2n1` (centres undefined) across the screens: 4.2%	4.7%	-19.7%	23.0%	-13.7%	-9.1
`COc1ccc(CN(C)C(=O)c2cc(-c3ccc(OC)c(OC)c3)nc3ccccc23)c(OC)c1` across the screens: -9.2%	x	5.9%	u	2.6%	42.8

Continuation:
Molecule,AmpC no deterg,Giardia FBPA inh,Sm TGR inh,HCV inhibitor,AmpC detergent,HCMV inh
Cc1ccc(S(=O)(=O)N2CCN(C(=O)c3c(C)nn(-c4ccccc4)c3Cl)CC2)cc1,13.4%,-3.0%,0.0%,u,-2.1%,-75.1*
COc1ccc(NC(=S)NCC(c2cccnc2)N2CCOCC2)cc1 (centres undefined),-19.1%,11.4%,-19.3%,4.4%,3.7%,u
CCCC12CN3CC(CCC)(CN(C1)C3c1c[nH]c3ccccc13)C2=O (centres undefined),x,x,5.6%,x,-4.0%,36.3
Cc1ccc(N=Cc2c(O)n(C)c(=O)n(C)c2=O)nc1,73.5%[activator],-8.6%,-19.3%,18.2%,u,1.2
Cc1ccc(C(=O)COC(=O)CCNS(=O)(=O)c2ccccc2F)cc1,-27.5%,x,x,4.9%,x,19.2
CCOC(=O)C(CC)Sc1nnc2n1C(C)(C)Cc1ccccc1-2 (centres undefined),0.0%,1.8%,5.0%,-0.8%,-1.3%,-8.7
CC1CC1C(=O)NCCc1ccc(Cl)cc1 (centres undefined),-4.8%,2.4%,0.7%,-1.6%,-2.7%,41.5
COc1ccc(N2CCN(Cc3nc4scc(-c5cccs5)c4c(=O)[nH]3)CC2)cc1,-7.1%,-5.2%,-7.8%,u,-10.8%,-26.2
Cc1ccc2[nH]c(=O)c(CN(C(=O)c3cccc(Cl)c3)C(C)(C)C)cc2c1,x,x,2.6%,x,0.7%,23.4
CC(=O)N1CCN(S(=O)(=O)c2cccc(C(=O)Nc3ccc4c(c3)OCO4)c2)CC1,-17.3%,-16.8%,-3.9%,15.1%,-2.7%,12.2
COc1cccc(NC(=O)CN(C)C(=O)c2ccccn2)c1,-16.8%,x,x,1.3%,x,11.6
CC(=O)c1c(C)[nH]c(C(=O)NCC2CCCCC2)c1C,-36.1%,12.2%,4.6%,-15.7%,-10.1%,-0.2
O=C(NC1CCCC1)C1CCCN1C(=O)Nc1ccc(Cl)cc1 (centres undefined),-12.8%,6.3%,0.7%,4.0%,-9.1%,16.8

High-throughput results as filed in PubChem.
